Wnt act: Wnt/beta-catenin pathway activators, primary screen, cell-based, plate reader, single point; Wnt/beta-catenin reporter cell assay, activator; activation, % at 9.35 µM; hit rate 1.2% among 300,000; in the data active means activation above about 30%, passing the limit was not always enough; inconclusive means no clear call, values can overlap the other calls;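 further: 0% = neutral control wells and 100% = positive control wells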
DAGLB inh: DAGLB lipase inhibitors, primary screen, biochemical, fluorescence, HTS; Diacylglycerol lipase-beta (Homo sapiens), Q8NCG7; HEK293T DAGLB membrane lysate, EnzChek fluorogenic substrate; inhibition, % at 5.17 µM; hit rate 0.059% among 340,000; in the data active means inhibition above about 34%;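 further: 0% = enzyme with vehicle and 100% = wells lacking enzyme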
Target sequence (Q8NCG7 whole entry, looked up): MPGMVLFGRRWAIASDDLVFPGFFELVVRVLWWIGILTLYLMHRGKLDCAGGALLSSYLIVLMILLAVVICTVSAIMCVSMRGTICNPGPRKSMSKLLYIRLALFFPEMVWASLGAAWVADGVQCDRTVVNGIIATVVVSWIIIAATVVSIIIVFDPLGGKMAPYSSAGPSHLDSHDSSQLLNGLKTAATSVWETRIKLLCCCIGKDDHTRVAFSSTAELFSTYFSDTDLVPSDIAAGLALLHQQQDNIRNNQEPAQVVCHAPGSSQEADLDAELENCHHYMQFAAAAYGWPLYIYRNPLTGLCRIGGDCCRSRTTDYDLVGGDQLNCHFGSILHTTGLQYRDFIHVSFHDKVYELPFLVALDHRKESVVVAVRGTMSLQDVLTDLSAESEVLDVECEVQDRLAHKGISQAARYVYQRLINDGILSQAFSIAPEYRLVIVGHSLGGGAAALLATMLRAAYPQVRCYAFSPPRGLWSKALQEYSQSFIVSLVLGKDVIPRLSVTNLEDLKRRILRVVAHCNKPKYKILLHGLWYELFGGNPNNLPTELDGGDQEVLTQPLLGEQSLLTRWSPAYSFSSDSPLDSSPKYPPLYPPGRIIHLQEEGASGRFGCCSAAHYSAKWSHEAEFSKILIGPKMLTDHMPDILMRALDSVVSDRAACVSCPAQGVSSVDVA
phage Ecoli inh: growth loss of phage-infected E. coli, primary screen, RecBCD inhibitor project, absorbance, with phage, HTS | inhibition, % at 11.9 µM | hit rate 0.26% among 360,000 | AID 651602, 2012; in the data active means inhibition above about 11%
Active calls of the source: *; ? = inconclusive. An excerpt. The share of hits here may be higher or lower than overall.

SMILES	Wnt act	DAGLB inh	phage Ecoli inh
C[C@H]1CCCCO[C@H](CN(C)S(=O)(=O)c2cn(C)cn2)[C@@H](C)CN([C@@H](C)CO)C(=O)c2cc(NS(=O)(=O)c3ccccc3)ccc2O1	-2	-5	3.5
COc1ccc(N2C[C@H](CSC)[C@@H](CC(=O)Nc3ccc(Br)cc3)C2=O)cc1	0	-6	4.3
CCN(CC)CCN=c1c(C)nc(C#N)c(N)n1O	4	0	4.6
O=C(CCNS(=O)(=O)c1ccc(Br)cc1)NCC(c1cccs1)N1CCOCC1 (stereo unspecified)	-2	-1	6.1
Cc1ccc2c(c1)c1c3n2CCN(CCC#N)C3CCC1 (stereo unspecified)	7	3	3.5
COc1ccccc1NC(=O)N(C)C[C@H]1OCc2cnnn2CCCC(=O)N([C@H](C)CO)C[C@H]1C	-2	0	0.2
O=S1(=O)CCN(Cc2ccncc2)CC1	-2	1	2.3
O=C(Oc1ccc(=O)[nH]n1)c1ccccc1	-2	0	3.1
COCCn1c(=S)[nH]c2cc(C(=O)NC3CCCCC3C)ccc2c1=O (stereo unspecified)	-3	0	1.5
Cc1ccc([C@H]2C[C@@H](O)[C@H](n3cc(-c4ccc(F)cc4)nn3)CN2C(=O)C2CCCCC2)cc1	-4	1	0.2
O=C(NCc1ccc(F)cc1)C(=O)NCC1OCCN1S(=O)(=O)c1cc(F)ccc1F (stereo unspecified)	1	-2	2.6
CC1=C(C(=O)N2CCOCC2)CC(CC(=O)NC2CCCCC2)C(=O)N1Cc1ccccc1 (stereo unspecified)	1	-1	0.7

A draw from above in order of heavy-atom count, low to high.
SMILES	Wnt act	DAGLB inh	phage Ecoli inh
O=C(CCNS(=O)(=O)c1ccc(Br)cc1)NCC(c1cccs1)N1CCOCC1 (stereo unspecified)	-2	-1	6.1
O=C(NCc1ccc(F)cc1)C(=O)NCC1OCCN1S(=O)(=O)c1cc(F)ccc1F (stereo unspecified)	1	-2	2.6
Cc1ccc([C@H]2C[C@@H](O)[C@H](n3cc(-c4ccc(F)cc4)nn3)CN2C(=O)C2CCCCC2)cc1	-4	1	0.2

Going on with the list.
SMILES	Wnt act	DAGLB inh	phage Ecoli inh
Cc1ccc2c(=O)n3c(nc2c1)C(Cc1ccccc1)NC(=O)c1cccnc1-3 (stereo unspecified)	-3	2	3.0
O=C(NCc1cc(C(F)(F)F)ccc1Cl)c1cccc2c1C(=O)c1ccc(N3CCC(N4CCCCC4)CC3)cc1S2(=O)=O	-12	-2	2.6
C[C@H](CO)N1C[C@H](C)[C@@H](CN(C)Cc2ccncc2)OCc2cnnn2CCCC1=O	-1	-2	2.4
CCOC(=O)[C@@H](NC(=O)CC[C@H]1O[C@@H](n2cc(C)c(=O)[nH]c2=O)C[C@@H]1O)C(C)C	-1	2	2.4
Cc1ccc(Cc2c(-c3ccccc3)nc3ccc(Br)cn23)cc1	17	-9	2.1
NC(=S)c1csc(CCNC(=O)c2ccccc2)n1	8	-6	0.2
COc1cc2c(c(Br)c1N)-c1cc(Br)c(N)cc1C2=O	0	21	1.1
CC1=C(C(=O)N(C)C)CC(CC(=O)NCCCN(C)C)C(=O)N1CCC1=CCCCC1 (stereo unspecified)	-7	2	1.0
COc1ccc(C(=O)N2CCc3ccccc3C2)cc1S(=O)(=O)N1CCCC1	-3	-1	0.9
CCC/C=C/c1ccc(CN2C(C(C)C)C(=O)N(Cc3cn(CC4CCCCC4)nn3)CCS2(=O)=O)cc1 (stereo unspecified)	-2	-10	0.7
c1ccc2c(-c3nc4ccccc4[nH]3)cccc2c1	-3	-3	4.1
Cc1ccc(S(=O)(=O)N2CCCCC2)cc1NCC(=O)Nc1ccc(Br)cc1F	-3	-4	2.1
O=C(NCc1ccccn1)c1ccccc1OCc1ccccc1Cl	0	-4	4.1
COc1cc(C=NNc2ccccc2)ccc1OC(=O)c1ccccc1	17	-5	-1.6
COc1ccccc1C1NC(=O)NC(C)=C1C(=O)OCC1CCCCC1 (stereo unspecified)	-1	-1	0.9
CCOC(=O)CCC1(C(=O)OC)C(=O)CCCCCC=C1C(=O)OC (stereo unspecified)	-5	-2	0.2
Cc1cc(NC(=O)C(C)SCC(=O)Nc2ccc(C(=O)OC(C)C)cc2)no1 (stereo unspecified)	1	-3	2.5
Cc1ccc(S(=O)(=O)Nc2ccccc2C=NNC(=O)c2ccncc2)cc1	0	-3	1.3
Cc1ccc(-n2c(-c3ccc(Br)cc3)n[nH]c2=S)c(C)c1	-2	1	0.8
CCOc1ccc(/C=C/C(=O)N(CC)CC(=O)Nc2c(F)cccc2F)cc1OC	-2	-1	3.6
O=C(c1c(F)cccc1Cl)N(Cc1ccco1)C1CCS(=O)(=O)C1 (stereo unspecified)	-3	0	2.5
Cc1[nH]c2ccccc2c1/C=N\NC(=O)c1ccccc1Cl	-6	3	2.9
COc1ccccc1N(C)S(=O)(=O)c1ccc(C(=O)NCCCN2CCCC2=O)cc1	0	-2	1.7
Cc1noc(C)c1S(=O)(=O)N(C)C[C@@H]1OCc2cnnn2CCCC(=O)N([C@H](C)CO)C[C@@H]1C	0	2	4.3

Single values from the list.
Under phage Ecoli inh, CCOc1ccc(/C=C/C(=O)N(CC)CC(=O)Nc2c(F)cccc2F)cc1OC is listed with 3.6
Under phage Ecoli inh, COc1ccccc1C1NC(=O)NC(C)=C1C(=O)OCC1CCCCC1 (stereo unspecified) is listed with 0.9

(list continues)
SMILES	Wnt act	DAGLB inh	phage Ecoli inh
C[C@@H]1CN([C@@H](C)CO)C(=O)CCCn2cc(nn2)CO[C@H]1CN(C)S(=O)(=O)c1cn(C)cn1	-4	-1	1.7
C[C@@H]1CCCCO[C@H](CN(C)Cc2ccc(C(F)(F)F)cc2)[C@H](C)CN([C@@H](C)CO)C(=O)c2cc(NC(=O)Cc3ccccc3)ccc2O1	-12	-6	7.7
COc1ccc2nc(N(CCN(C)C)C(=O)c3ccc4ncsc4c3)sc2c1	?	3	0.5
O=C(NCCCN1CCOCC1)c1cccc(S(=O)(=O)N2CCc3ccccc32)c1	-1	1	3.2
Cc1ccc(C(C#N)=Cc2ccc3c(c2)OCO3)cc1	1	-25	2.3
CC(C)C#Cc1ccc2c(c1)O[C@@H](CN(C)S(=O)(=O)c1cn(C)cn1)[C@@H](C)CN([C@H](C)CO)S2(=O)=O	-1	3	1.4
CC1(C)OC(=O)C2=C(CC(CCc3ccccc3)OC2c2ccccc2)O1 (stereo unspecified)	-4	-11	2.3
CN1CCN(C(=O)C[C@H]2C[C@H]3c4cc(NC(=O)NC5CCCCC5)ccc4O[C@H]3[C@@H](CO)O2)CC1	-1	-2	0.4
CCCCCC(=O)N1C[C@@H](n2cc(C3CC3)nn2)[C@H](O)C[C@@H]1c1ccc(OC)cc1	-3	0	2.5
Cc1ccc(CNC(=O)C2CCN(S(=O)(=O)N3CCC(C)CC3)CC2)cc1	-1	-4	2.5
CCOc1ccccc1NC(=O)c1cc2ccccc2o1	-2	-21	0.5
O=C(c1ccc(N2C(=O)c3ccccc3C2=O)cc1)N1CCN(S(=O)(=O)c2ccccc2F)CC1	-3	4	3.6
CN(CC(=O)NCc1cccs1)CC(=O)Nc1ccccc1Cl	-5	-2	-4.5
Cc1ccc(S(=O)(=O)N(C)C[C@@H]2OCc3ccccc3-c3c(n(C)c4ccccc34)C(=O)N([C@H](C)CO)C[C@@H]2C)cc1	-3	-4	-2.6
C[C@H](CO)N1C[C@H](C)[C@@H](CN(C)Cc2ccccn2)Oc2ncc(Br)cc2C1=O	-1	-3	1.2
COc1ccc(-n2ncc3c(SCC(=O)OC(C)C)ncnc32)cc1	-1	-12	0.0
O=C(COC(=O)c1cncc(Br)c1)Nc1ccc(S(=O)(=O)N2CCOCC2)cc1	1	-1	4.8
NS(=O)(=O)c1ccc(CCNC(=O)C2CCCN2C(=O)c2cccs2)cc1 (stereo unspecified)	2	-1	1.4
O=C([C@@H]1CCCN1C1=NS(=O)(=O)c2ccccc21)N1CCN(c2ccccc2)CC1	1	0	2.3
Cc1ccc(C(=O)OCC(=O)Nc2c(C)nn(-c3ccccc3)c2C)c(O)c1	-1	-1	6.4
COc1ccc(C(C#N)=Cc2cccc(OC)c2OC)cc1	0	-23	1.2
COC(=O)C1=C(O)/C(=C/c2ccc(OCC(=O)Nc3ccc(OC)cc3)cc2)N=C1C	3	0	0.6
Cc1cc(C)c(NC(=O)CN2CCN(S(=O)(=O)c3ccc4c(c3)OCCO4)CC2)c(C)c1	-5	-3	1.3
Cc1cccc(OC(C)C(=O)Nc2nc(-c3cccnc3)cs2)c1 (stereo unspecified)	-3	-4	2.7
COc1ccc(C(=O)NCC(=O)OCC(=O)c2ccccc2Br)cc1OC	-3	-1	4.0
CC1(C)C(=O)C=C(N2CCCCC2)c2ccccc21	-7	-3	4.7
CC1NC(=O)c2cccnc2-n2c1nc1cc(F)ccc1c2=O (stereo unspecified)	-1	2	1.0
CCC(C)(C)C1CCC2(CC1)NC(=O)N(CC(=O)N1CCN(c3ccccc3OC)CC1)C2=O (stereo unspecified)	-8	0	1.9
CC1=C(C(=O)N(C)C)CC(CC(=O)NC2CCCCC2)C(=O)N1CCC1=CCCCC1 (stereo unspecified)	-2	-5	1.5
O=C(O)C(Cc1ccccc1)N1C(=O)C=CC1=O (stereo unspecified)	-3	0	2.3
Cc1cc(C)nc(NS(=O)(=O)c2ccc(NCN3C(=O)c4ccccc4C3=O)cc2)n1	-2	3	1.5
COc1ccc(NS(=O)(=O)c2cccc(C(=O)N3CCOCC3)c2)cc1	-2	-1	5.5
CCC(Oc1ccccc1)C(=O)OCC(=O)Nc1c(C)nn(-c2ccccc2)c1C (stereo unspecified)	2	2	5.7
C[C@@H]1CN([C@H](C)CO)C(=O)c2cc(C#CC3CCCCC3)cnc2O[C@H]1CN(C)Cc1cccnc1	-1	0	-0.6
COC(=O)C[C@@H]1C[C@H]2c3cc(NS(C)(=O)=O)ccc3O[C@H]2[C@H](CO)O1	-2	-2	3.7
CN(C)c1ccc(C(=O)C=Cc2ccc([N+](=O)[O-])cc2)cc1	6	14	2.4
C[C@@H]1CCCCO[C@H](CN(C)S(=O)(=O)c2cn(C)cn2)[C@H](C)CN([C@@H](C)CO)C(=O)c2cc(NC(=O)c3ccccc3)ccc2O1	0	-2	2.9
COc1ccc2nc3n(c(=O)c2c1)-c1ncccc1C(=O)NC3C (stereo unspecified)	-1	2	2.4
O=Cc1cn(CCOc2ccc(F)cc2)c2ccccc12	0	-4	1.3
CC1CCN(C(=O)CCn2c(=O)oc3ccc(Cl)cc32)CC1	-1	0	2.7
COc1ccccc1C(=O)N1CCN(c2nc3cc(C)cc(C)c3cc2C#N)CC1	-3	-8	2.5
CCOC(=O)C1=C(COC(=O)c2cc([N+](=O)[O-])ccc2Cl)NC(=O)NC1C (stereo unspecified)	-2	-1	3.9
CN1CCN(C(=O)CCn2c(=S)[nH]c3ccccc3c2=O)CC1	-1	-3	3.0
COc1ccc(OCc2cc(C(=O)NC(C)c3nc(C)cs3)no2)c(Cl)c1 (stereo unspecified)	1	-2	2.5
CC(C)(C)NC(=S)N1CCC2CC1c1c(Cl)cccc12 (stereo unspecified)	-2	-4	4.2
Cc1cccc(NC(=O)COC(=O)CN2C(=O)c3ccccc3C2=O)c1	1	-3	0.2
Cc1cc(OC(C)C(=O)NC2CC(C)(C)NC(C)(C)C2)c2c(C)c(C)c(=O)oc2c1 (stereo unspecified)	3	1	2.5
COc1ccc(Cc2nc3ccc(C(=O)NC4CCOC4)cc3o2)cc1OC (stereo unspecified)	-2	-2	1.9
[O-][N+](=Cc1c(Cl)cccc1Cl)CC1(O)CCCCC1	0	-2	0.2
O=C(CSc1nnc(-c2cccnc2)o1)Nc1ccc(F)cc1	7	3	4.5
CCc1cc(C(=O)OCC(=O)NCCc2ccccc2)sc1C	-3	-9	1.8
Cc1cc2cc3n(c2nn1)N=C(Cl)CC3	-2	-3	1.6
C[C@@H]1CN([C@@H](C)CO)C(=O)CCCn2cc(nn2)CO[C@H]1CN(C)S(=O)(=O)c1cccc(F)c1	1	-2	2.4
CN(C(=S)NC(=O)C1CCCC1)c1ccccc1	-1	-1	0.6
CCOc1ccc2oc(C(=O)Nc3ccc(C)cn3)c(C)c2c1	21	-10	2.9
CCc1ccc(/C=C2\SC(=S)N(CCCC(=O)N(CCO)c3ccccc3)C2=O)cc1	-7	9	2.0

Compounds from the list above that have fluorine (12):
SMILES	Wnt act	DAGLB inh	phage Ecoli inh
Cc1ccc([C@H]2C[C@@H](O)[C@H](n3cc(-c4ccc(F)cc4)nn3)CN2C(=O)C2CCCCC2)cc1	-4	1	0.2
O=C(NCc1ccc(F)cc1)C(=O)NCC1OCCN1S(=O)(=O)c1cc(F)ccc1F (stereo unspecified)	1	-2	2.6
O=C(NCc1cc(C(F)(F)F)ccc1Cl)c1cccc2c1C(=O)c1ccc(N3CCC(N4CCCCC4)CC3)cc1S2(=O)=O	-12	-2	2.6
Cc1ccc(S(=O)(=O)N2CCCCC2)cc1NCC(=O)Nc1ccc(Br)cc1F	-3	-4	2.1
CCOc1ccc(/C=C/C(=O)N(CC)CC(=O)Nc2c(F)cccc2F)cc1OC	-2	-1	3.6
O=C(c1c(F)cccc1Cl)N(Cc1ccco1)C1CCS(=O)(=O)C1 (stereo unspecified)	-3	0	2.5
C[C@@H]1CCCCO[C@H](CN(C)Cc2ccc(C(F)(F)F)cc2)[C@H](C)CN([C@@H](C)CO)C(=O)c2cc(NC(=O)Cc3ccccc3)ccc2O1	-12	-6	7.7
O=C(c1ccc(N2C(=O)c3ccccc3C2=O)cc1)N1CCN(S(=O)(=O)c2ccccc2F)CC1	-3	4	3.6
CC1NC(=O)c2cccnc2-n2c1nc1cc(F)ccc1c2=O (stereo unspecified)	-1	2	1.0
O=Cc1cn(CCOc2ccc(F)cc2)c2ccccc12	0	-4	1.3
O=C(CSc1nnc(-c2cccnc2)o1)Nc1ccc(F)cc1	7	3	4.5
C[C@@H]1CN([C@@H](C)CO)C(=O)CCCn2cc(nn2)CO[C@H]1CN(C)S(=O)(=O)c1cccc(F)c1	1	-2	2.4

Screening results: PubChem, several laboratories
